From PubChem BioAssay
SENP8 block-1 – SENP8 protease inhibition | Q96LD8 | purified SENP8, Z-RLRGG-aminoluciferin cleavage, luminescence | inhibition, % at 10 µM | actives 1.2% (n = 330,000) | AID 2540; in the data active means inhibition above about 50%
SENP8 block-2 – blocks human SENP8 cleavage of Nedd8 substrate | actives 0.64% (n = 360,000) | AID 602440 | inhibition, % at 20 µM | recombinant SENP8, Nedd8 substrate fluorescence | Q96LD8; in the data active means inhibition mostly above about 40%, no sharp cut-off; inactive means mostly below about 27%
SENP1 FRET inh – inhibitors of human SENP1 SUMO protease catalytic domain | Q9P0U3 | recombinant SENP1 catalytic domain, CyPet-SUMO1-YPet FRET cleavage | inhibition, % at 10 µM | actives 0.21% (n = 360,000) | AID 624204;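 active means inhibition at least 30% at 10 µM, raw YFP signal under a set limit, fluorescence ratio 0.5 to 1.5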;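 further: 0% = enzyme with DMSO and 100% = no enzyme wells; some results filed as inactive read as strong as hits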
Target sequence (Q9P0U3 419-644 limits assumed): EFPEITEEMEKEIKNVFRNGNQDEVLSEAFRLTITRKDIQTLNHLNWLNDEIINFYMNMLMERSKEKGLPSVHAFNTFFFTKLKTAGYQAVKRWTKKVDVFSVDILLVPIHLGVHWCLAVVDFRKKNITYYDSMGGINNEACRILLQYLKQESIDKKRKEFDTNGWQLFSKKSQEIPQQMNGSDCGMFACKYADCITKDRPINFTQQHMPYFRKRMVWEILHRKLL
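Test system: hSENP1 catalytic domain, recombinant; Amount: 20 pM final SENP1 enzyme; Medium: Tris pH 8 buffer plus EDTA, NaCl, BME, BSA, NP40, catalase; Schedule: 50 min enzyme reaction, room temperature, light-protected; Technique: FRET fluorescence in CFP and YFP emission channels; Controls: no-enzyme wells low, DMSO-plus-enzyme wells high control.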
NLRP3 yeast inh – blocks the NALP3 inflammasome reconstituted in yeast. Yeast reconstituted NLRP3/ASC/caspase-1, beta-gal luminescence, 24 h. inhibition, % at 10 µM. actives 0.39% (n = 330,000). AID 2825;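 active means inhibition of 50% or more; inactive means inhibition below 50%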;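 further: plate controls were induced DMSO wells for no effect and uninduced yeast grown without galactose for full effect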
HKDC1 inh – HKDC1 (human) hexokinase inhibition. Q2TB90. recombinant HKDC1, G6PDH/diaphorase resazurin coupled fluorescence. inhibition, % at 20 µM. actives 0.16% (n = 340,000). AID 493160;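 active means inhibition above about 35% when tested at 20 µM, limit read from the data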;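 further: plate controls were DMSO wells with enzyme for no effect and DMSO wells lacking enzyme for full effect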
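Assay system: in-house recombinant HK5 (HKDC1) enzyme. Input: HKDC1 at 5 µg/mL. Medium: Tris pH 8.0 buffer with MgCl2, Tween-20, BSA, BME. Dosing: single 20 µM dose. Schedule: 90 min reaction incubation at room temperature, dark. Signal: resazurin-to-resorufin fluorescence via G6PDH and diaphorase coupling, 525/613 nm. Controls: DMSO-enzyme wells negative, buffer-substituted wells positive.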
PfGluPho inh – PfG6PD (Plasmodium falciparum) enzyme inhibition; PfGluPho enzyme, NADPH resazurin-diaphorase fluorescence; inhibition, % at 20 µM; actives 0.78% (n = 350,000);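 active means inhibition reaching at least a set limit at 20 µM in the primary screen, cut at about 59% in these data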;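 further: 0% = DMSO wells with substrate and 100% = DMSO wells lacking glucose-6-phosphate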
SENP7 inh – SENP7 protease inhibition. Q9BQF6. recombinant SENP7, Z-RLRGG-aminoluciferin luminescence, 40 min. AID 434973. actives 1.5% (n = 330,000). inhibition, % at 5 µM;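 active means inhibition above about 50% at the single test dose, limit read from the data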;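 further: plate controls were DMSO with enzyme for no effect and no enzyme buffer wells for full effect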
Target sequence (Q9BQF6 706-1050 limits assumed): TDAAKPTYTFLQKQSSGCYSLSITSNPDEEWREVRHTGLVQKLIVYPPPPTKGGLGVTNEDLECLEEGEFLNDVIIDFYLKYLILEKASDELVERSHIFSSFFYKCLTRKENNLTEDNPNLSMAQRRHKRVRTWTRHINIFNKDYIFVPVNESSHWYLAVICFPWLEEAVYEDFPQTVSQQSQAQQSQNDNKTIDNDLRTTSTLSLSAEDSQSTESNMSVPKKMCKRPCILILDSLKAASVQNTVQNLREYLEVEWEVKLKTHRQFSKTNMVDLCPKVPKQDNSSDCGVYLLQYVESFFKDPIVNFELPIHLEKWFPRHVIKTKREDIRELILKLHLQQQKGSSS
SENP6 block – SENP6 protease inhibition; Q9GZR1; Recombinant SENP6 catalytic domain, aminoluciferin luminescence; inhibition, % at 10 µM; actives 1.8% (n = 330,000); AID 2599;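 active means inhibition above about 50% at the single tested dose, limit read from the data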;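 further: plate controls were DMSO wells with enzyme for no effect and DMSO wells lacking enzyme for full effect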
Target sequence (Q9GZR1 628-1112 limits assumed): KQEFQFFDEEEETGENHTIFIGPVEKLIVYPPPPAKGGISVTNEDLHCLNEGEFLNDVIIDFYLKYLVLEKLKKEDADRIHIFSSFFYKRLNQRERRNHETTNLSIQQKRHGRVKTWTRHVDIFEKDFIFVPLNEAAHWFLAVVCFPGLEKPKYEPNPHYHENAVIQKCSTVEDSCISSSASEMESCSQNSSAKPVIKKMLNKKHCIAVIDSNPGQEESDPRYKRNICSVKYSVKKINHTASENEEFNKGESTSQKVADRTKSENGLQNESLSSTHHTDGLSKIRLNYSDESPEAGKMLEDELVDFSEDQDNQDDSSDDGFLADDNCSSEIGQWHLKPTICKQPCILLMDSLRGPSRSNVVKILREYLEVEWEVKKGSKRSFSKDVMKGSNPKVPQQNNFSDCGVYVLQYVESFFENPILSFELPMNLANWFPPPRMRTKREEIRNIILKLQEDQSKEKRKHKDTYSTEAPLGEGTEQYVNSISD
Apaf1 inhib – blocks human Apaf-1 apoptosome activity; AID 489030; actives 0.71% (n = 330,000); O14727; inhibition, % at 20 µM; reconstituted apoptosome caspase-3 activity, DEVD-Rh110 fluorescence; active means inhibition of at least 40% at 20 µM;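 further: plate controls were DMSO wells for no effect and DEVD-CHO caspase inhibitor wells for full effect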
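Material: cell-free apoptosome with Apaf-1, procaspase-3 and caspase-9; Buffer or medium: Hepes pH 7.5 with detergent and BSA; Reagent: cytochrome c trigger plus (Z-DEVD)2-Rh110 caspase-3 substrate; Times: compound with Apaf-1, dATP, procaspase-3 30 min, then 50 min reaction, room temperature; Technique: Rh110 fluorescence intensity.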
* marks the source's active call; other numbers are inactive results; i = inactive; . = not tested or not shown.

cpd	Molecule	SENP8 block-1	SENP8 block-2	SENP1 FRET inh	NLRP3 yeast inh	HKDC1 inh
1	CC(=O)OC1CCC2(C)C(CCC3C2CC(=O)C2(C)C3CC(C3CCCC3=O)C2C(C)=O)C1 (stereo not given)	.	20	0	.	5
2	CC(C)C(NC(=O)c1ccccc1)C(=O)N1CCCCCC1 (stereo not given)	-12	8	0	29	-2
3	Cc1ccc(S(=O)(=O)N2CCOC2CNC(=O)C(=O)NCCN2CCOCC2)cc1 (stereo not given)	-5	1	0	10	3
4	C(=N\Nc1nc(-c2ccccc2)cs1)/c1ccncc1	23	-24	5	31	-13
5	O=C(c1cc([N+](=O)[O-])ccc1N1CCCC1)N1CCCCC1	0	27	3	11	0
6	NC(=O)C1(N2CCCCC2)CCN(Cc2nc(-c3cccs3)no2)CC1	9	14	2	-2	-9
7	CC(/C=C/c1ccccc1)=N\Nc1nc(C)cc(C)n1	0	2	0	28	-14
8	CCCCNC(=O)C1(O)c2ccccc2NC(=O)N1c1ccc(Cl)cc1 (stereo not given)	-12	14	1	4	-7
9	CCCOc1ccc(/C=C/C(=O)NC2CCCCC2)cc1OC	-1	-84	0	20	-5
10	O=C1C=C(NCC2CCCO2)CC(c2ccccc2)C1 (stereo not given)	.	15	-1	.	1

cpd	PfGluPho inh	SENP7 inh	SENP6 block	Apaf1 inhib
1	1	.	.	.
2	-14	-5	-28	5
3	-12	-1	-6	-4
4	46	14	40	12
5	-3	-5	-23	-5
6	1	4	14	-27
7	-1	-2	-8	-13
8	-1	-6	-22	4
9	10	-4	-5	-1
10	-5	.	.	.

More results
cpd	Molecule	SENP8 block-1	SENP8 block-2	SENP1 FRET inh	NLRP3 yeast inh	HKDC1 inh
11	CCCN1CCC(=O)N([C@H](CSc2ccccc2)c2ccccc2)CC1	4	-38	-36	-4	2
12	Cc1cccc(C(=O)OCC(=O)NCc2cccs2)c1	2	35	4	32	-6
13	COc1cccc(-c2nnc(SCCOc3ccc4c(C)cc(=O)oc4c3)o2)c1	1	-194	0	22	2
14	COc1ccc(C2CC(=O)Oc3c(C(C)C)ccc(C)c32)cc1 (stereo not given)	.	12	2	.	4
15	COc1ccc(/C=C/C(=O)OCC(=O)Nc2ccc3[nH]c(=O)[nH]c3c2)cc1OC	1	-270	-1	10	3
16	O=c1[nH]c2cc(F)ccc2c2ccc(F)cc12	.	-193	-7	.	7
17	O=C(OCC(=O)N1N=C(c2ccc(Cl)cc2)CC1c1ccco1)c1ccccc1O (stereo not given)	-6	-69	-3	17	4
18	C/C=N/NC(=O)c1cc(Br)ccc1O	-8	-149	-1	-4	-1
19	CN(NS(C)(=O)=O)c1c(C#N)c(C(F)(F)F)nn1C	2	9	0	2	11
20	Cc1cccn2c(=O)c3cc(C(=O)NCCN4CCOCC4)c(=N)n(CCCN4CCOCC4)c3nc12	1	-313	-25	8	-5

cpd	PfGluPho inh	SENP7 inh	SENP6 block	Apaf1 inhib
11	-3	-5	0	19
12	-15	1	18	5
13	2	7	-19	27
14	-12	-6	.	29
15	1	-2	-6	-3
16	34	.	.	.
17	19	-5	-6	8
18	-3	-10	-15	57*
19	-10	2	-14	-10
20	1	5	-8	1

The list goes on, starting with the last 6 of the part before.
cpd	Molecule	SENP8 block-1	SENP8 block-2	SENP1 FRET inh	NLRP3 yeast inh	HKDC1 inh
15	COc1ccc(/C=C/C(=O)OCC(=O)Nc2ccc3[nH]c(=O)[nH]c3c2)cc1OC	1	-270	-1	10	3
16	O=c1[nH]c2cc(F)ccc2c2ccc(F)cc12	.	-193	-7	.	7
17	O=C(OCC(=O)N1N=C(c2ccc(Cl)cc2)CC1c1ccco1)c1ccccc1O (stereo not given)	-6	-69	-3	17	4
18	C/C=N/NC(=O)c1cc(Br)ccc1O	-8	-149	-1	-4	-1
19	CN(NS(C)(=O)=O)c1c(C#N)c(C(F)(F)F)nn1C	2	9	0	2	11
20	Cc1cccn2c(=O)c3cc(C(=O)NCCN4CCOCC4)c(=N)n(CCCN4CCOCC4)c3nc12	1	-313	-25	8	-5
21	C/C=C/c1ccc(OCC(=O)N(C)CC(=O)Nc2ccc(F)cc2)c(OC)c1	1	8	-1	22	2
22	Cc1cccc(NC(=O)CCS(=O)(=O)c2ccc(Cl)cc2)c1	5	16	1	3	-4
23	O=C(CSc1nnc2ccccn12)c1ccc(OC(F)F)cc1OC(F)F	-2	2	-1	1	-1
24	COc1ccc(NS(=O)(=O)c2cccc3nsnc23)cc1Cl	1	16	1	18	-5
25	N#CN/C(=N\S(=O)(=O)c1ccccc1)c1ccccc1	0	15	3	10	8
26	Cn1c(C(=O)Nc2ccc3c(c2)OCCO3)cc2c(=O)n(C)c3ccccc3c21	0	-13	0	7	10
27	Cc1ccc2[nH]c(=O)c(CN(CCCN(C)C)C(=O)Nc3cccc(Cl)c3)cc2c1	2	-43	1	-1	-10
28	CCc1nnc(NC(=O)C2Cc3ccccc3CN2S(=O)(=O)c2c(C)c(C)cc(C)c2C)s1 (stereo not given)	-12	4	-6	-12	6
29	COc1cccc(OC)c1C(=O)Nc1nc2ccc(S(C)(=O)=O)cc2s1	-2	-21	-1	6	-2
30	CC(=O)c1sc(NC(=O)c2c(F)cccc2F)nc1C	-8	8	0	20	-7

cpd	PfGluPho inh	SENP7 inh	SENP6 block	Apaf1 inhib
15	1	-2	-6	-3
16	34	.	.	.
17	19	-5	-6	8
18	-3	-10	-15	57*
19	-10	2	-14	-10
20	1	5	-8	1
21	-5	-3	7	-2
22	18	-2	-18	3
23	3	-1	4	0
24	-9	-5	-14	0
25	-6	-3	-1	-19
26	54	-1	-1	-2
27	9	4	14	6
28	8	-8	-7	10
29	-9	6	-10	-3
30	-13	2	-12	-12

Going on with the list:
cpd	Molecule	SENP8 block-1	SENP8 block-2	SENP1 FRET inh	NLRP3 yeast inh	HKDC1 inh
31	Cc1ccc(-n2ccc(=O)c(C(=O)Nc3ccc(S(=O)(=O)Nc4onc(C)c4C)cc3)n2)cc1	-1	9	-8	16	2
32	O=C(COc1ccc(F)cc1Cl)Nc1nc(-c2ccccn2)cs1	4	0	-5	45	.
33	Cc1c(C(=O)N/N=C/c2c(O)ccc3ccccc23)nnn1-c1nonc1N	8	-79	-14	30	2
34	CSc1nc2c(c(-c3ccccc3)c1C#N)CCC2	-8	-148	-17	21	4
35	Cc1cccc(NC(=O)NNC(=O)c2cc3ccccc3cc2O)c1C	1	-26	12	8	-14
36	COc1ccc(CCNC(=O)CSc2nnc(CNC(=O)c3cc(OC)c(OC)c(OC)c3)o2)cc1OC	-15	21	0	0	-10
37	CCCCc1ccc(N=N/C(C(=O)Nc2cc(OC)c(NC(C)=O)cc2OC)=C(/C)O)cc1	-6	17	4	16	1
38	Cc1oc2ccc(O)cc2c1C(=O)c1ccc(Br)cc1	-7	12	2	37	-1
39	O=C(Oc1cc(=O)oc2c1c(=O)n1c3c(cccc23)CC1)c1ccccc1	-6	-111	-6	64*	7
40	O=c1[nH]cnc2[nH]ncc12	-1	10	0	20	-9

cpd	PfGluPho inh	SENP7 inh	SENP6 block	Apaf1 inhib
31	-15	-11	-10	2
32	.	4	-3	13
33	-11	2	6	15
34	2	-9	-9	2
35	-16	1	3	5
36	-14	11	3	-7
37	-4	3	2	0
38	41	9	8	5
39	13	8	-12	7
40	-8	-3	15	4

(more compounds)
cpd	Molecule	SENP8 block-1	SENP8 block-2	SENP1 FRET inh	NLRP3 yeast inh	HKDC1 inh
41	Cc1cccc(Cc2nnc(CCC(=O)NCc3cnc4ccccn34)o2)c1	-5	-30	1	-4	-7
42	CCOC(=O)c1c(NC(=O)CSc2nc(C)cc(C)c2C#N)sc(C(C)=O)c1C	8	-262	-63	12	-7
43	Cn1ncc(N=Cc2ccccc2)c1C(N)=O	-2	4	5	3	-5
44	COc1ccc(NC(=O)COC(=O)c2ccc(Cl)c(S(N)(=O)=O)c2)c([N+](=O)[O-])c1	2	35	2	1	4
45	Cc1ccc(-c2csc3ncn(CC(=O)NCC(c4ccco4)N4CCCC4)c(=O)c23)cc1 (stereo not given)	1	-6	-4	10	-5
46	COc1ccc(-c2c(-c3cc(OC)cc(OC)c3)n(C)c3ccc(-c4ccc(N(C)C)nc4)cc23)cc1	1	i	0	5	-4
47	CCO[C@H]1OC(C(=O)NCc2ccccc2)=C[C@@H](c2ccccc2)[C@@H]1CCCO	-17	4	2	23	-6
48	O=C(O)C1CC=C(Cl)CC1C(=O)NCc1ccccc1 (stereo not given)	-4	5	0	14	-2
49	O=C(NNC(=O)C12CC3CC(CC(C3)C1)C2)c1cccc([N+](=O)[O-])c1	4	3	-1	5	-5
50	O=C(NCc1ccccn1)C1CCC(=O)N1C1CCCCC1 (stereo not given)	10	8	-3	20	-5

cpd	PfGluPho inh	SENP7 inh	SENP6 block	Apaf1 inhib
41	1	-3	-5	-16
42	-12	9	-10	6
43	-9	-3	-10	-16
44	-4	-1	8	0
45	1	1	6	1
46	6	0	-8	11
47	-4	18	-28	6
48	6	-1	-12	-1
49	11	-8	11	-1
50	-17	-3	-7	-2

More compounds
cpd	Molecule	SENP8 block-1	SENP8 block-2	SENP1 FRET inh	NLRP3 yeast inh	HKDC1 inh
51	Cc1c(C(=O)NCCSCc2c(Cl)cccc2Cl)cccc1[N+](=O)[O-]	3	13	0	28	0
52	COc1ccc(C(CC(=O)Nc2nccs2)n2cccc2)cc1 (stereo not given)	12	19	3	9	0
53	Cc1cc(/C=N/NC(=O)CC#N)c(C)n1-c1ccc([N+](=O)[O-])cc1	6	10	0	7	-4
54	O=C(NC1CCCc2c1cnn2-c1ccc(F)cc1F)c1ccccn1 (stereo not given)	-3	-2	-1	2	1
55	O=C(COC(=O)CNS(=O)(=O)c1ccccc1)NC12CC3CC(CC(C3)C1)C2	5	-2	1	20	-8
56	Cc1ccccc1C(=O)NNC(=O)Nc1ccccc1	-4	.	.	2	.
57	N#C/C=C/N1CCN(Cc2ccc3c(c2)OCO3)CC1	-11	10	-2	1	-5
58	CC(=O)Nc1cccc(-c2nnc(-c3ccccc3)o2)c1	-2	5	2	32	-7
59	CC(=O)c1ccc(NC(=O)N2CCCC(C(=O)c3ccc4c(c3)OCO4)C2)cc1 (stereo not given)	0	17	3	7	-6

cpd	PfGluPho inh	SENP7 inh	SENP6 block	Apaf1 inhib
51	4	-3	6	21
52	9	-1	14	11
53	1	-4	-2	-8
54	-9	7	-1	1
55	-2	0	16	0
56	.	1	-3	-17
57	-5	-7	-9	-1
58	9	14	-19	0
59	-12	10	-1	7
